TNAP Pi inh – human TNAP enzyme inhibitors, primary screen, biochemical, colorimetric, phosphate release readout. Alkaline phosphatase, tissue-nonspecific isozyme (Homo sapiens), P05186. purified TNAP, pNPP, malachite green phosphate absorbance. inhibition, % at 20 µM. 21,000 tested, under 10 active
Target sequence (P05186 whole entry, looked up): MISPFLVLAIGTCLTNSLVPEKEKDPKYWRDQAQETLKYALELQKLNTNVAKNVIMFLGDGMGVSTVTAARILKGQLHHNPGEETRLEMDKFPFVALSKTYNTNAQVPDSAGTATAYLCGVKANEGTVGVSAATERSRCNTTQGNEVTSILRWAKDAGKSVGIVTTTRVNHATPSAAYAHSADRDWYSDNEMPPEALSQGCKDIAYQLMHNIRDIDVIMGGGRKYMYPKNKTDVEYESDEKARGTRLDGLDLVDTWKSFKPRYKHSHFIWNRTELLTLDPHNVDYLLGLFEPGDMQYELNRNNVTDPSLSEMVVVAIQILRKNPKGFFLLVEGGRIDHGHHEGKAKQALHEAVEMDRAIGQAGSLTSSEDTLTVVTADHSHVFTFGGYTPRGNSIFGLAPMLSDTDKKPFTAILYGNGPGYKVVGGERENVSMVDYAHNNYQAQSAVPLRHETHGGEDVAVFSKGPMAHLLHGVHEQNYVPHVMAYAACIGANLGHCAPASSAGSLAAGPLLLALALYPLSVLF
TNAP inh pNP – human TNAP enzyme inhibitors, primary screen, biochemical, colorimetric, p-nitrophenol readout; Alkaline phosphatase, tissue-nonspecific isozyme (Homo sapiens), P05186; purified TNAP, pNPP hydrolysis, absorbance 405 nm; inhibition, % at 20 µM; 21,000 tested, under 10 active; AID 615, 2007;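 also: 0% = DMSO only wells and 100% = 1 mM levamisole wells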
* hit, by the source's call.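 The calls were made as follows: active = inhibition above 50% at the 20 µM single-dose screen; inactive = the rest.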 Some of the compounds tested; count on the stated rates, not on these rows.

nr	molecule	TNAP inh pNP	TNAP Pi inh
1	COc1ccccc1Cn1c(CCCO)nc2ccccc21	2	3
2	CCOC(=O)Cc1csc(NS(=O)(=O)c2ccc3c4c(cccc24)C(=O)N3CC)n1	2	-15
3	O=C(Nc1ccccc1-c1nc2ccccc2s1)c1ccco1	1	-16
4	C=CCn1c(SCC(=O)Nc2c(C)nn(Cc3ccccc3)c2C)nnc1C(O)c1ccccc1 (stereo not given)	6	22
5	CCn1c(-c2ccco2)n[nH]c1=S	2	-6
6	O=C(Oc1ccc(/C=N/O)cc1)c1ccccc1	4	6
7	Cc1ccc(S(=O)(=O)NCCCN(C)C)cc1	2	4
8	Cc1ccc(/C(O)=C2/C(=O)C(=O)N(Cc3ccco3)C2c2cccs2)cc1 (stereo not given)	-2	6
9	CCOc1cc(S(=O)(=O)NCc2ccccc2)ccc1F	-27	-61
10	COc1ccc(CCNC(=O)COC(=O)c2cnccn2)cc1	6	22
11	Cc1cc2c(c(=O)n1Cc1ccccn1)C(c1ccc3c(c1)OCO3)C(C#N)=C(N)O2 (stereo not given)	2	5
12	COc1cccc(-c2nnc(SCc3cccnc3)o2)c1	2	-4
13	CN(c1ccc(C(=O)NCc2ccco2)cc1)S(C)(=O)=O	0	0
14	COc1ccc2[nH]c(=O)c(CN(CCCN(C)C)C(=O)Nc3ccccc3)cc2c1	4	13
15	COC(=O)c1ccc(COc2cc(O)c3c(c2)OC(C)(C)CC3=O)cc1	-3	0
16	CCOC(=O)N1CCN(C(=O)c2ccccc2NC(=O)c2ccc(OC)cc2)CC1	8	11
17	O=C(c1ccc(=O)oc1)N1CCCc2ccccc21	5	2
18	CC(=O)Nc1ccc(C(=O)CSc2nnc(C)o2)cc1	1	9
19	CC1CCN(C(=O)COC(=O)c2cc3ccccc3cc2O)CC1	5	8
20	Cc1cc(N2CCN(C/C=C/c3ccccc3)CC2)n2ncnc2n1	-3	-26
21	CC1=CC(=C(C#N)c2nc3ccccc3s2)C=C(C)N1Cc1ccco1	3	16
22	CC(NC(=O)NCc1cccnc1)(C(F)(F)F)C(F)(F)F	5	10
23	Cc1ccc(S(=O)(=O)N2CCC(C(=O)N[C@H](C(=O)NCc3ccco3)C(C)C)CC2)cc1	0	9
24	COC(=O)c1cc(Br)c(=O)n(CC(C)C)c1	2	6
25	Cc1ccc(S(=O)(=O)Nc2nc3ccc(S(C)(=O)=O)cc3s2)cc1	4	9
26	CCOC(=O)c1c(NC(=O)CSc2nnnn2-c2ccc3c(c2)OCO3)sc(C)c1C	8	17
27	Cc1onc(-c2ccccc2Cl)c1-c1nc(-c2ccccn2)no1	-1	7
28	Cc1ccc(-n2c(SCC(=O)NCc3ccco3)nnc2-c2cccnc2)c(C)c1	4	11
29	O=C(CCn1nnc2ccccc21)N1CCN(c2ccccc2)CC1	6	9
30	O=C(COC(=O)c1ccco1)NCC1CCCO1 (stereo not given)	6	-2

Reprinted at random: three records from the list
nr	molecule	TNAP inh pNP	TNAP Pi inh
3	O=C(Nc1ccccc1-c1nc2ccccc2s1)c1ccco1	1	-16
24	COC(=O)c1cc(Br)c(=O)n(CC(C)C)c1	2	6
1	COc1ccccc1Cn1c(CCCO)nc2ccccc21	2	3

(listing goes on)
nr	molecule	TNAP inh pNP	TNAP Pi inh
31	Cc1onc(-c2ccccc2)c1C(=O)NC(C)C1CCCO1 (stereo not given)	2	5
32	Cc1c(CNC(=O)c2cnn3c2NC(c2ccccc2)CC3C(F)(F)F)cnn1C (stereo not given)	6	12
33	CCCn1c(SCC(=O)N2CCCc3ccccc32)nnc1-c1ccco1	9	19
34	O=C(Nc1ccon1)c1ccc(Br)o1	7	9
35	CC1CCN(c2[nH]c(=S)c(C#N)c3c2CCCC3)CC1	4	7
36	O=S(=O)(c1ccccc1)c1nc(-c2ccco2)oc1NCc1ccco1	4	16
37	COCCn1c(C)cc2c(c1=O)C(c1ccccc1F)C(C#N)=C(N)O2 (stereo not given)	6	1
38	CC(C)(C)C(=O)/C=c1\[nH]c(=O)/c(=C\c2ccc(C#N)cc2)s1	0	0
39	COc1ccc(-c2nc(=S)c3c(n2CCN2CCOCC2)CC(C)(C)OC3)cc1	8	10
40	CCC1=Nc2ccccc2NC2=C1C(=O)CCC2	9	-2
41	CCCS(=O)(=O)c1c(S(=O)(=O)CCC)c2cnccn2c1C(=O)c1ccc(F)cc1	4	8
42	O=C(NCCN1CCN(C(=O)c2cccs2)CC1)c1cccs1	2	4
43	COc1ccccc1-n1cnc2cc(NCc3ccco3)ccc21	3	11
44	COc1ccc(N2C(=O)CC(N3CCC(C(N)=O)CC3)C2=O)cc1 (stereo not given)	5	6
45	CC1(C)C2CCC1(C)C(OC(=O)CC(=O)O)C2 (stereo not given)	7	12
46	CCCn1nnnc1SCC(=O)NCc1ccc2c(c1)OCO2	10	12
47	O=C1Nc2ccc(S(=O)(=O)N3CCCC3)c3ccc(S(=O)(=O)N4CCCC4)c1c23	5	13
48	CCc1cc2c(=O)c(-c3cscn3)coc2cc1OC	2	8
49	O=C1c2ccccc2-c2onc3ccc(NCCCn4ccnc4)c1c23	3	-6
50	CC(C)(C)Sc1ccc(N)nc1	3	-11
51	COc1cccc(NC(=O)CSc2nnc(CNC(=O)c3ccccc3)n2C)c1	-12	2
52	N#Cc1cccc(C(c2nnnn2CCc2ccccc2)N2CCN(C3CCCCC3)CC2)c1 (stereo not given)	0	0
53	COc1ccccc1C1(O)CC2CCC(C1)N2S(=O)(=O)c1ccc(C(C)=O)cc1 (stereo not given)	4	9
54	CCC(c1nnnn1C1CCCC1)N(Cc1cccs1)Cc1cc2cccc(C)c2[nH]c1=O (stereo not given)	5	13
55	COc1ccc(/C=N/n2c(SC)nnc2-c2ccccc2)c(OC)c1OC	0	0
56	N=C1C(c2ccc(Br)cc2)=C(O)C2CCc3ccccc3N12 (stereo not given)	4	-13
57	COc1ccccc1Cc1nc(-c2ccc(C)cc2)no1	4	10
58	COc1cc(OC)c(NC(=O)c2ccoc2C)cc1Cl	5	14
59	O=C(CSc1ncn[nH]1)NCCCc1ccccc1	0	0
60	CC1CCN(c2oc(Cc3cccc4ccccc34)nc2C#N)CC1	2	2

(further entries)
nr	molecule	TNAP inh pNP	TNAP Pi inh
61	Cc1ccc(C(C)C)cc1C(=O)CC1(O)C(=O)N(C)c2ccccc21 (stereo not given)	5	4
62	CCOc1ccc2nc(NC(=O)CSc3nc4c(c(=O)n(C)c(=O)n4C)n3C(C)C)sc2c1	6	9
63	CC(C)CNc1nc2c(c(=O)n(C)c(=O)n2C)n1Cc1cccc(Br)c1	4	9
64	C/C(Cl)=C\Cn1c(NCCCn2ccnc2)nc2c1c(=O)n(C)c(=O)n2C	5	14
65	CCS(=O)(=O)c1ccc2oc(SCC(=O)NCCC3=CCCCC3)nc2c1	4	-3
66	N=c1nc(SCCC(=O)O)ss1	4	8
67	O=C(O)C1CSC2(c3ccc4c(c3)OCCO4)CCC(=O)N12 (stereo not given)	6	14
68	CC1(C)CC(=O)C=C(Nc2ccc(S(N)(=O)=O)cc2)C1	0	-2
69	O=C(O)CCCC(=O)NCCCCc1ccccc1	5	-5
70	Cc1cc(OCC(=O)NCc2nc(-c3ccccc3)no2)c(C)cc1Br	3	18
71	O=C1CC(c2ccccc2)n2nc(NS(=O)(=O)c3ccccc3)nc2N1 (stereo not given)	-5	-8
72	COc1ccc(-c2noc(-c3ccccc3Cl)n2)cc1OC	3	-2
73	COC(=O)CCC(=O)Nc1ccc(C)cc1OC(=O)CCC(=O)OC	5	4
74	COc1cccc(C(=O)N(Cc2ccco2)Cc2cc3cccc(C)c3[nH]c2=O)c1	4	10
75	COC(=O)CCCCC1SCC(NC(=O)OC)C1NC(=O)OC (stereo not given)	0	11
76	COc1ccccc1CNC(=O)C1CCN(S(C)(=O)=O)CC1	7	10
77	O=C(Nc1c(Cl)cccc1Cl)C1CCC1	4	-11
78	Cn1c(CN2CCCC2)nc2cc(NC(=O)COc3ccc(Cl)cc3)ccc21	5	-2
79	CCOC(=O)c1c(-c2ccsc2)csc1N	-1	3
80	CCCC(=O)OCC(=O)Nc1cc(C(C)(C)C)nn1-c1ccccc1	4	-13
81	Cc1ccc(OCC(O)CN2CCN(CC(O)COC(C)C)CC2)c(C(C)(C)C)c1 (stereo not given)	-5	-3
82	COCCNc1ncnc2c1cnn2-c1ccc(Cl)cc1	1	6
83	COC(=O)C1CCN(S(C)(=O)=O)CC1	-3	-2
84	O=C(CSc1ncnc2c1oc1ccccc12)c1cccs1	4	14
85	COc1cc(OC)cc(C(=O)NCCSCc2ccco2)c1	5	6
86	O=C(c1cccc(Cl)c1)N1CCN(Cc2ccccc2F)CC1	6	10
87	Cc1ccc(S(=O)(=O)N2CCCN(S(=O)(=O)c3ccc(C(F)(F)F)cc3)CC2)cc1	0	4
88	COc1cccc(-c2nnc(SCC(=O)OC(C)C)n2N)c1	4	8
89	COc1ccc(OC)c(NC(=O)CSc2nc(N)c(-c3ccccc3)c(=O)[nH]2)c1	0	0
90	O=C(COC(=O)c1cccs1)c1ccccc1	1	5

Individual results from the entries so far.
TNAP Pi inh, compound 65 = -3
TNAP inh pNP, compound 89 = 0
TNAP Pi inh, compound 71 = -8
TNAP Pi inh, compound 86 = 10
TNAP Pi inh, compound 84 = 14

In the list so far, 7 contain fluorine.
nr	molecule	TNAP inh pNP	TNAP Pi inh
9	CCOc1cc(S(=O)(=O)NCc2ccccc2)ccc1F	-27	-61
22	CC(NC(=O)NCc1cccnc1)(C(F)(F)F)C(F)(F)F	5	10
32	Cc1c(CNC(=O)c2cnn3c2NC(c2ccccc2)CC3C(F)(F)F)cnn1C (stereo not given)	6	12
37	COCCn1c(C)cc2c(c1=O)C(c1ccccc1F)C(C#N)=C(N)O2 (stereo not given)	6	1
41	CCCS(=O)(=O)c1c(S(=O)(=O)CCC)c2cnccn2c1C(=O)c1ccc(F)cc1	4	8
86	O=C(c1cccc(Cl)c1)N1CCN(Cc2ccccc2F)CC1	6	10
87	Cc1ccc(S(=O)(=O)N2CCCN(S(=O)(=O)c3ccc(C(F)(F)F)cc3)CC2)cc1	0	4

Remaining list, next part
nr	molecule	TNAP inh pNP	TNAP Pi inh
91	CCC(C)(C)NC(=O)C(c1ccco1)N(C(=O)c1csnn1)c1cccc(F)c1 (stereo not given)	4	17
92	CN(C)c1ccc(C(=S)N2CCOCC2)cc1	0	0
93	COc1ccc(Cl)cc1C(=O)NCCc1ccc(S(=O)(=O)NC(=O)NC2CCCCC2)cc1	0	4
94	N#Cc1nc(-c2ccc(OCc3ccccc3)cc2)oc1NCCCN1CCOCC1	4	6
95	Cc1nnc(NC2(C(F)(F)F)C(=O)Nc3c2c(=O)n(C)c(=O)n3C)s1 (stereo not given)	3	15
96	CN(C)CCN(C)Cc1ccc2c(c1)Cc1ccccc1-2	-2	6
97	Cc1cc(C)n2nc(SCn3nnc4ccccc4c3=O)nc2n1	4	17
98	O=C(Nc1ccc2c(c1)OCO2)C1CCCN(c2nc3ccccc3s2)C1 (stereo not given)	5	17
99	O=C(Nc1cc(C(F)(F)F)ccc1N1CCOCC1)c1ccc(Br)o1	-11	-6
100	Cn1c(CN2CCCC2)nc2cc(NC(=O)c3ccco3)ccc21	-6	-5
101	CCc1c(C(=O)Nc2ccc(S(=O)(=O)N3CCOCC3)cc2)csc1C	-1	6
102	OC(CN1C2=NCCN2c2ccccc21)c1ccc2c(c1)OCO2 (stereo not given)	5	8
103	Nc1cc(N)nc(SCCOc2ccccc2F)n1	-2	3
104	COCCCNC(CC(=O)Nc1ccc(OC)cc1OC)C(=O)O (stereo not given)	4	8

One compound at a time (already shown).
Profile of N#Cc1nc(-c2ccc(OCc3ccccc3)cc2)oc1NCCCN1CCOCC1 → TNAP inh pNP: 4; TNAP Pi inh: 6
Profile of COc1ccc(Cl)cc1C(=O)NCCc1ccc(S(=O)(=O)NC(=O)NC2CCCCC2)cc1 → TNAP inh pNP: 0; TNAP Pi inh: 4

Screening data as filed in PubChem.
